Compound activity from PubChem.
Lipid storage S3: qHTS Assay for Lipid Storage Modulators in Drosophila S3 Cells. lipid storage change, negative = inhibition, % at the top dose, mostly 46.1 µM; hits show Potency in µM. Drosophila S3 cells, BODIPY lipid droplet fluorescence, 18-24 h; cells fed with added oleic acid. actives 0.64% (n = 320,000); active = well fitted inhibition curve with a large enough effect in the signal ratio, with a control signal flat, not every such curve was filed as active; inconclusive = small, poorly fitted or top-dose-only effect, or effect the other way, or a change in a side signal; the % refers to the signal ratio
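Drosophila S3 cells loaded with oleic acid (400 uM, as added) and compounds at several concentrations; lipid droplets imaged by 488-nm laser-scanning cytometry, 500–530 nm intensity and object ratio to cell channel. Percent activity normalized to 20 uM Triacsin C.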
Lipid storage S3 cell count max: second read-out of Lipid storage S3, no call of its own (marks repeat the call); cell number change, %; measured here: cell count max response;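 cells counted by Cell Tracker Red CMTPX staining in the red channel; peak over a dose series mostly up to 46.1 µM; percent activity relative to internal control wells on each plate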
* = called active by the depositor; [ ] = another dose, or the depositor's remark. % is scaled to controls: 0 for no effect and ±100 for the full control effect; potency is read from the fitted curve at half-maximal effect. The list is partial (hit frequency here may not be typical).

Screening CSc1ccc(S(=O)(=O)N2c3ccccc3CC2C)cc1 (stereo not drawn) returned Lipid storage S3 inconclusive.
For CCN(CC)CCn1c2ccccc2c2n[nH]c(=S)nc21 the results were Lipid storage S3 inconclusive.
Screening O=c1cc(CNC2CCCCC2)c2ccccc2[nH]1 returned Lipid storage S3 11% and Lipid storage S3 cell count max 0.
Screening O=C(c1cccc(F)c1)N1CCN(Cc2ccco2)CC1 returned Lipid storage S3 -17% and Lipid storage S3 cell count max -7.
Screening COc1cc(OC)cc(C(=O)NC(C(=O)NNC(=O)c2ccc(C)cc2)C(C)C)c1 (stereo not drawn) returned Lipid storage S3 inconclusive.
For Cc1nc(Cl)cc(CS(=O)(=O)c2ccc(Cl)cc2)n1 the results were Lipid storage S3 inconclusive.
Screening CCc1nc(SCC(=O)NC2CC2)c2c(C)c(C)sc2n1 returned Lipid storage S3 inactive and Lipid storage S3 cell count max 12.
Screening CC1CCc2c(sc(NC(=O)c3ccc(Cn4cc(Br)cn4)o3)c2C(N)=O)C1 (stereo not drawn) returned Lipid storage S3 inconclusive.
Screening CN(Cc1ccc(Cl)c(Cl)c1)C(=O)CN1C(=O)NC2(CCCC2)C1=O returned Lipid storage S3 inactive[0.0737 µM] and Lipid storage S3 cell count max 24.
Screening CCCCC(=O)NC(c1ccc(Cl)cc1Cl)c1ccc2cccnc2c1O (stereo not drawn) returned Lipid storage S3 inconclusive.
Screening O=C(CS(=O)(=O)c1ccccc1)Nc1nccs1 returned Lipid storage S3 inconclusive.
COC(=O)CC1C(=O)NCCN1Cc1cn(-c2ccc(C)cc2)nc1-c1cccc(C)c1 (stereo not drawn) was read as Lipid storage S3 -6% and Lipid storage S3 cell count max 3.
Screening COC(=O)C1(O)CC(C(C)C)=NN1C(=O)c1ccc(Cl)cc1 (stereo not drawn) returned Lipid storage S3 inactive and Lipid storage S3 cell count max 22.
Screening OC(Cn1nnc2ccccc21)Cn1c(C(F)(F)F)nc2ccccc21 (stereo not drawn) returned Lipid storage S3 inconclusive.
Screening COc1ccccc1CNC(=O)Cn1cc2c(n1)CCCC2 returned Lipid storage S3 inconclusive.
O=C(NCc1ccccn1)c1cccc(NS(=O)(=O)c2ccc(Br)cc2)c1 was read as Lipid storage S3 inconclusive.
For Nn1c(COc2ccc(Cl)cc2)nc2ccccc2c1=O the results were Lipid storage S3 inconclusive.
Screening CCCN(CCC)CCCNC(=O)CC(C(=O)N1CCc2ccccc21)n1ccnc1 (stereo not drawn) returned Lipid storage S3 inconclusive.
`COCCOC(=O)C1=C(C)N=C2SCCC(=O)N2C1c1ccc(OC(=O)c2ccco2)cc1` (stereo not drawn) gave Lipid storage S3 inconclusive.
`O=C(NC1CC2CCCC(C1)N2C(=O)Nc1ccccc1)C1CC1` (stereo not drawn) gave Lipid storage S3 inactive and Lipid storage S3 cell count max 14.

Reprinted from the listing for reference:
Screening CN(Cc1ccc(Cl)c(Cl)c1)C(=O)CN1C(=O)NC2(CCCC2)C1=O returned Lipid storage S3 inactive[0.0737 µM] and Lipid storage S3 cell count max 24.
Screening CCCCC(=O)NC(c1ccc(Cl)cc1Cl)c1ccc2cccnc2c1O (stereo not drawn) returned Lipid storage S3 inconclusive.
Screening O=C(CS(=O)(=O)c1ccccc1)Nc1nccs1 returned Lipid storage S3 inconclusive.
COC(=O)CC1C(=O)NCCN1Cc1cn(-c2ccc(C)cc2)nc1-c1cccc(C)c1 (stereo not drawn) was read as Lipid storage S3 -6% and Lipid storage S3 cell count max 3.
Screening COC(=O)C1(O)CC(C(C)C)=NN1C(=O)c1ccc(Cl)cc1 (stereo not drawn) returned Lipid storage S3 inactive and Lipid storage S3 cell count max 22.
Screening OC(Cn1nnc2ccccc21)Cn1c(C(F)(F)F)nc2ccccc21 (stereo not drawn) returned Lipid storage S3 inconclusive.
Screening COc1ccccc1CNC(=O)Cn1cc2c(n1)CCCC2 returned Lipid storage S3 inconclusive.
O=C(NCc1ccccn1)c1cccc(NS(=O)(=O)c2ccc(Br)cc2)c1 was read as Lipid storage S3 inconclusive.
For Nn1c(COc2ccc(Cl)cc2)nc2ccccc2c1=O the results were Lipid storage S3 inconclusive.
Screening CCCN(CCC)CCCNC(=O)CC(C(=O)N1CCc2ccccc21)n1ccnc1 (stereo not drawn) returned Lipid storage S3 inconclusive.
`COCCOC(=O)C1=C(C)N=C2SCCC(=O)N2C1c1ccc(OC(=O)c2ccco2)cc1` (stereo not drawn) gave Lipid storage S3 inconclusive.
`O=C(NC1CC2CCCC(C1)N2C(=O)Nc1ccccc1)C1CC1` (stereo not drawn) gave Lipid storage S3 inactive and Lipid storage S3 cell count max 14.

Additional results:
CCOc1ccc(C2c3[nH]c4ccccc4c3CCN2C(=O)Cn2cncn2)cc1 (stereo not drawn) was read as Lipid storage S3 -1% and Lipid storage S3 cell count max 6.
For CCCn1c(C)cc(C(=O)CSc2nnc3n(CCC)c(=O)c4ccccc4n23)c1C the results were Lipid storage S3 inconclusive.
`Nc1ncnc2nc(SCCN3CCCCC3)[nH]c12` gave Lipid storage S3 inconclusive.
Screening CCOc1ccc(C(OC(=O)c2ccco2)C(=O)NCc2ccc(C)cc2)cc1 (stereo not drawn) returned Lipid storage S3 -6%.
`CC1=C(C(=O)N(C)CCC#N)C2(CCCCC2)OC1=O` gave Lipid storage S3 inconclusive.
O=C(Nn1c(O)c(C=C2N=c3ccccc3=N2)sc1=S)c1ccc(Cl)cc1 was read as Lipid storage S3 inactive.
`CCc1ccccc1N1CCN(S(=O)(=O)c2cc(OC)ccc2OC)CC1` gave Lipid storage S3 inactive.
For COc1ccccc1N1C(=O)[C@@H]2C(C(=O)CN3C(=O)c4ccccc4C3=O)=NN[C@@H]2C1=O the results were Lipid storage S3 inconclusive.
`COc1cccc(NC(=O)c2ccc3c(c2)N(C)CCS3)c1` gave Lipid storage S3 -2% and Lipid storage S3 cell count max 4.
`O=c1nccc(N/N=C/c2ccccc2O)[nH]1` gave Lipid storage S3 2% and Lipid storage S3 cell count max 13.
`CCOc1ccc(NC(=O)c2ccc3c(c2)N(Cc2ccc(F)cc2)C(=O)CS3=O)cc1` (stereo not drawn) gave Lipid storage S3 inconclusive.
O=C(c1cc2n(n1)C(C(F)(F)F)CC(c1ccc(F)cc1)N2)N1CCCC1 (stereo not drawn) was read as Lipid storage S3 inconclusive.
`Fc1c(F)c(C(F)(F)F)c(F)c(F)c1N1CCN(c2ccc3nnc(C(F)(F)F)n3n2)CC1` gave Lipid storage S3 inconclusive.
COc1ccccc1NC(=O)CSc1nnc(-c2ccccn2)o1 was read as Lipid storage S3 16% and Lipid storage S3 cell count max -8.
Screening Cc1ccc(-c2ccc(/C=N/NC(N)=S)o2)cc1 returned Lipid storage S3 1% and Lipid storage S3 cell count max -21.
COc1cccc(C(=O)Nc2cc3c(cc2Cl)OCCCO3)c1 was read as Lipid storage S3 inconclusive.
COc1cc(C(=O)NNC(=S)NC(=O)/C=C/c2ccccc2)cc(OC)c1OC was read as Lipid storage S3 -8% and Lipid storage S3 cell count max -5.
For COC(=O)Cc1ccc(NC(=S)N2CCC(Cc3ccccc3)CC2)cc1 the results were Lipid storage S3 -22% and Lipid storage S3 cell count max 4.
`COc1cc(/C=C2/C(=N)N3C=CSC3=NC2=O)ccc1OCCCOc1ccccc1C` gave Lipid storage S3 inconclusive.
Screening COc1cccc(COC(=O)C2CC(=O)N(Cc3ccc(C)cc3)C2)c1OC (stereo not drawn) returned Lipid storage S3 inconclusive.
`CCCC(=O)Nc1ccccc1NC(=O)c1ccc(OC(C)=O)cc1` gave Lipid storage S3 inactive.
`NC(=O)C1CCCN(Cc2ccc3ccccc3c2)C1` (stereo not drawn) gave Lipid storage S3 inactive and Lipid storage S3 cell count max 11.
Screening Cc1cc(C)c2cc(CNC3CCCC3)c(Cl)nc2c1 returned Lipid storage S3 inconclusive.
For CCN(CC)CCCNC1=C(Cl)C(=O)c2ccccc2C1=O the results were Lipid storage S3 inconclusive.
O=C(COc1ccccc1)NNC(=O)c1cc2ccccc2oc1=O was read as Lipid storage S3 -1% and Lipid storage S3 cell count max 0.
For Cc1c(C(=O)N(C)c2ccccc2)oc2c1C(O)CC(C)(C)C2 (stereo not drawn) the results were Lipid storage S3 inconclusive.
Cc1cccc(OCCCn2ccnc2)c1 was read as Lipid storage S3 inactive and Lipid storage S3 cell count max 0.
Screening CCOC(=O)C1(Cc2cccc(F)c2)CCN(Cc2cnn(CC)c2)CC1 returned Lipid storage S3 13% and Lipid storage S3 cell count max 7.
Cc1ccc(C(=O)c2cn(-c3ccc(F)c(Cl)c3)nn2)cc1 was read as Lipid storage S3 22% and Lipid storage S3 cell count max 11.
`O=C(Oc1ccccc1F)C1CCN(C(=O)c2ccc(F)cc2)CC1` gave Lipid storage S3 inconclusive.
`O=C(N/N=C\c1ccc2c(c1)OCO2)c1cncc(Br)c1` gave Lipid storage S3 inconclusive.
Screening Cc1ccc(C(=O)Nc2nc(-c3cccnc3)cs2)o1 returned Lipid storage S3 inconclusive.
Cc1ccc(NCc2ccccc2F)cc1 was read as Lipid storage S3 inconclusive.
COCc1nnc(NS(=O)(=O)c2ccc(Br)cc2)s1 was read as Lipid storage S3 inactive and Lipid storage S3 cell count max 7.
For OC(COc1ccc(F)cc1Cl)CN1CCC(Cc2ccccc2)CC1 (stereo not drawn) the results were Lipid storage S3 inconclusive.
Screening COc1ccc(C)c2sc(N(CCN(C)C)C(=O)/C=C/c3cccs3)nc12 returned Lipid storage S3 inconclusive.
`CCC(CO)Nc1ccc(-c2n[nH]c(=O)c3ccccc23)cc1[N+](=O)[O-]` (stereo not drawn) gave Lipid storage S3 -18% and Lipid storage S3 cell count max 0.
CCCn1c(O)c(CN2CCCCC2)c(C)c(C#N)c1=O was read as Lipid storage S3 -10% and Lipid storage S3 cell count max 5.
CCn1cc(S(=O)(=O)CC(=O)Nc2cc(C)ccc2C)c2ccccc21 was read as Lipid storage S3 0%[9.22 µM] and Lipid storage S3 cell count max -3.
For Cc1nn(CC(C)C)c(Cl)c1C(=O)N(C)CC(=O)Nc1c(Cl)cccc1Cl the results were Lipid storage S3 inconclusive.
CC(C)C(=O)NC(=S)NCC(=O)c1ccccc1 was read as Lipid storage S3 -2% and Lipid storage S3 cell count max 10.
`COc1ccc(C(=O)C[N+]2(C)CCOCC2)cc1` gave Lipid storage S3 inconclusive.
`CCC1CCc2sc(C(=O)NNC(=O)c3ccncc3)cc2C1` (stereo not drawn) gave Lipid storage S3 inconclusive.
Cc1ccc(N2C(N)=C(C#N)C(c3cccnc3)C3=C2CCCC3=O)cc1 (stereo not drawn) was read as Lipid storage S3 inconclusive.
For CC(C)(C)n1nc2c(c1NC(=O)COc1ccccc1F)CS(=O)(=O)C2 the results were Lipid storage S3 -9% and Lipid storage S3 cell count max -10.
For O=C1NCN(CCO)CN1 the results were Lipid storage S3 8% and Lipid storage S3 cell count max 13.
For Cc1cc(NC(=O)c2cc(C)on2)no1 the results were Lipid storage S3 inconclusive.
`Cc1ccccc1NC(=O)CSc1nc(=O)n(CCN2CCOCC2)c2c1CCCC2` gave Lipid storage S3 inconclusive.
`CC[C@@]1(c2cccc(C)c2)C(=O)N(C(=O)OC)N1C(=O)OC` gave Lipid storage S3 -4% and Lipid storage S3 cell count max 18.
`COc1cccc(/C=C2\SC(=S)N(CC(=O)N(C)C3CCS(=O)(=O)C3)C2=O)c1` (stereo not drawn) gave Lipid storage S3 inconclusive.
For O=C1Nc2ccc(F)cc2C12Nc1ccccc1-c1nnc(SCc3ccccc3F)nc1O2 (stereo not drawn) the results were Lipid storage S3 inconclusive.
`Cc1ccc(OCC(=O)NC(=S)Nc2cccc(C)n2)cc1` gave Lipid storage S3 inconclusive.
`COc1ccc(CCNC(=O)c2cccn2C)cc1` gave Lipid storage S3 inactive and Lipid storage S3 cell count max 9.
Screening O=C(CN1CCN(S(=O)(=O)c2cc(Cl)ccc2Cl)CC1)Nc1ccc2c(c1)OCCO2 returned Lipid storage S3 inconclusive.
For CCCOc1ccc(C2c3c(oc4cc(C)c(C)cc4c3=O)C(=O)N2CCCN2CCOCC2)cc1 (stereo not drawn) the results were Lipid storage S3 inconclusive.
Cc1cc(C(F)(F)F)nc(SCC(=O)Nc2ccccc2)n1 was read as Lipid storage S3 inconclusive.
Screening CC1CC(C)CN(C(=O)COC(=O)Cc2c[nH]c3ccccc23)C1 (stereo not drawn) returned Lipid storage S3 23%.
Screening COc1ccc(OCC(=O)Nc2ccccc2C(=O)N2CCOCC2)cc1 returned Lipid storage S3 1% and Lipid storage S3 cell count max -3.
Screening Cc1cc(O)c(C(=O)/C=C/c2c(F)c(F)c(F)c(F)c2F)c(=O)o1 returned Lipid storage S3 -26% and Lipid storage S3 cell count max -19.
Screening Cc1nc2ccccn2c1P(=Nc1ccccc1)(N(C)C)N(C)C returned Lipid storage S3 inconclusive.
Screening COc1ccc(CN2C(=O)C(Cc3ccccc3)Nc3ncnc(N4CCOCC4)c32)cc1 (stereo not drawn) returned Lipid storage S3 inconclusive.
Screening CCN(CC)C(=O)COc1ccc(Br)cc1Cl returned Lipid storage S3 inactive.
Screening O=C(NC1CCCCC1)c1cccc(OCc2ccccc2)c1 returned Lipid storage S3 inconclusive.
For COc1ccc(-c2cc(C(F)(F)F)n3nc(C(=O)Nc4cc(C)on4)cc3n2)cc1OC the results were Lipid storage S3 inactive.
Screening O=C(Nc1nccs1)C(c1ccccc1)N1CCCC1 (stereo not drawn) returned Lipid storage S3 inconclusive.
CC(=O)Nc1ccc(OCC(O)CN2CCN(c3ccc(F)cc3)CC2)cc1 (stereo not drawn) was read as Lipid storage S3 inconclusive.
Nc1nonc1-n1nnc(C(=O)O)c1-c1cccs1 was read as Lipid storage S3 inconclusive.
Screening O=C(COC(=O)/C=C/c1cccc(C(F)(F)F)c1)NCc1ccc(F)cc1 returned Lipid storage S3 inconclusive.
